FID counter: compounds displacing fluorescent DNA intercalator, primary screen, artefact control for HCV NS3 helicase inhibitor project, biochemical, FID fluorescence | DNA fluorescent intercalator displacement | inhibition, % at 7.9 µM | 0.17% of 290,000 active | AID 1845, 2009; in the data active = inhibition above about 37%;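 also: 0% = vehicle and 100% = reference compound; higher means more ethidium bromide displaced from hairpin DNA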
NALP1 inh: NALP1 inflammasome inhibitors in reconstituted yeast, colorimetric, S. cerevisiae, triplicate retest; 0.61% of 280,000 active; inhibition, % at 10 µM; AID 2071, 2009; S. cerevisiae NALP1/ASC/caspase-1 growth, X-gal OD620, 72 h; in the data active = inhibition mostly above about 24%, no sharp cut-off; inactive = mostly below about 32%; also: some compounds called inactive have numbers as strong as hits
OXTR ag: human OXTR agonists, primary screen, fluorescence, CHO-OTR cells, Fluo-8 calcium. Oxytocin receptor (Homo sapiens), P30559. Fluo-8 calcium fluorescence; normalized: DMSO 0%, oxytocin 100%. activation, % at 3 µM. 0.32% of 320,000 active;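 active = activation above the mean of all tested compounds plus 3 SD, cutoff set per screening run, cut at about 20% in these data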;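 also: peak over basal fluorescence ratio from a 100 s FLIPR kinetic read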
PHOSPHO1 block: PubChem AID 1565; Phosphoethanolamine/phosphocholine phosphatase (Homo sapiens), Q8TCT1; recombinant PHOSPHO1, absorbance phosphatase assay; inhibition, % at 13.3 µM; 1.1% of 290,000 active; in the data active = inhibition above about 60%
PfM18AAP inh: PfM18AAP inhibitors, malaria aminopeptidase, primary screen, biochemical, QFRET, recombinant enzyme; M18 aspartyl aminopeptidase (Plasmodium falciparum 3D7); H-Glu-NHMec fluorogenic cleavage; inhibition, % at 7.35 µM; 1.2% of 290,000 active; AID 1822, 2009;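 active = inhibition above the campaign mean inhibition over all tested compounds plus 3 SD, cut at about 28% in these data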;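 also: 0% = plate median of test compound wells and 100% = 2 mM ZnCl2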
MEKK3 PB1 HTS: modulators of MEKK3-MEK5 PB1 binding, primary screen, biochemical, wildtype MEKK3, multiplex bead flow cytometry, Alexa488-MEK5; binding response (% of control), % at 10 µM; AID 1529, 2009; bead-based flow cytometry, Alexa488-MEK5 binding to MEKK3; actives lie on both sides; 0 = blocked by unlabeled MEK5, 100 = vehicle; 1.4% of 290,000 active; Mitogen-activated protein kinase kinase kinase 3 (Homo sapiens), Q99759;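 active = binding response more than 3 SD above or below the average of its plate-row segment, actives on both sides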;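 also: Alexa488 bead fluorescence after subtracting the streptavidin-only scavenger bead signal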
Target sequence (Q99759 whole entry, looked up): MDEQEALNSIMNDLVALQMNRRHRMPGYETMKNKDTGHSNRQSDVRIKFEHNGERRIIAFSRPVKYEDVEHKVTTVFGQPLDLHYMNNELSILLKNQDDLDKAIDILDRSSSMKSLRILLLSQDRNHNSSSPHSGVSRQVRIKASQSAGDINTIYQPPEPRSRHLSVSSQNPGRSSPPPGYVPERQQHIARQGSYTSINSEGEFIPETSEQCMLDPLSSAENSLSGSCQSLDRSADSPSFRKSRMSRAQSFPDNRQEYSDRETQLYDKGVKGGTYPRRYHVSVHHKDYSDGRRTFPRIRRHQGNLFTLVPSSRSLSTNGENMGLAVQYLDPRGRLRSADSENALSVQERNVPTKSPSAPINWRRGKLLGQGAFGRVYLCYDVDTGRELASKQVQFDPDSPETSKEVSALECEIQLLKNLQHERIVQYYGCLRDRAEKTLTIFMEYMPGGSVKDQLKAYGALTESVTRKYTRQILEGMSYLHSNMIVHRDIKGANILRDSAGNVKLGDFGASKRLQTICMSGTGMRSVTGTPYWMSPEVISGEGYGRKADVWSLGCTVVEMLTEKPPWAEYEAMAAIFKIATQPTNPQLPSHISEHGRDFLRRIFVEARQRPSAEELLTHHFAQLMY
MEKK2wt PB1 HTS: modulators of MEK5 binding to wildtype MEKK2, primary screen, biochemical, multiplex bead flow cytometry, Alexa488-MEK5. Mitogen-activated protein kinase kinase kinase 2 (Homo sapiens), Q9Y2U5. Alexa488-MEK5 binding to MEKK2 WT; actives lie on both sides. binding response (% of control), % at 10 µM. 1.1% of 290,000 active; in the data active = binding response below about 67% or above about 130%
MEKK2mut PB1 HTS: MEK5 binding signal on mutant MEKK2 PB1, primary screen, biochemical, multiplex bead flow cytometry, Alexa488-MEK5; Alexa488-MEK5 binding to MEKK2 mutant; percent response, % at 10 µM; 0.35% of 290,000 active; AID 1530, 2009; in the data active = percent response above about 24%, passing the limit was not always enough; also: inactives centre near 1; some results filed as inactive read as strong as hits; reference of the scale not given here
GPR7 antag: GPR7 receptor antagonists, primary screen, cell-based, fluorescence, single concentration; inhibition, % at 4.4 µM; GPR7-expressing cells, fluorescence antagonist assay; Neuropeptides B/W receptor type 1 (Homo sapiens), P48145; 1.1% of 290,000 active; in the data active = inhibition above about 16%, passing the limit was not always enough;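 also: cells stimulated with the agonist NPW; 0% = agonist with vehicle and 100% = vehicle without agonist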
Target sequence (P48145 whole entry, looked up): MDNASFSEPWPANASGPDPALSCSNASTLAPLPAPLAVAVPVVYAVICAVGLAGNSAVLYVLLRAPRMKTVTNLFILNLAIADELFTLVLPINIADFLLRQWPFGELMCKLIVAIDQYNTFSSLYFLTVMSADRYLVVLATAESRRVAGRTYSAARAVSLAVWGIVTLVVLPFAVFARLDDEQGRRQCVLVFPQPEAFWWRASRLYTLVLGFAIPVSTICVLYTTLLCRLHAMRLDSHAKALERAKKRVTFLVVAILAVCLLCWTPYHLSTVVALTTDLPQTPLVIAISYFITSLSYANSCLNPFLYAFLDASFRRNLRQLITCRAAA
The depositor's hits bear a star; · = no result given; & = joins results of further samples.

(1) CCOC(=O)c1[nH]c2ccc(C)cc2c1N
(2) Cc1cnn(-c2cc(N/N=C/c3ccccc3F)ncn2)c1
(3) C/C(=N\NC(=O)C1CC1)c1ccc(OC(F)F)cc1
(4) Cc1cccc(N2CCN(C(=O)C3CC(=O)N(C4CCCC4)C3)CC2)c1C (configuration not stated)
(5) Cc1cc(NC(=O)CS(=O)(=O)c2cn(Cc3ccccc3Cl)c3ccccc23)no1
(6) Cc1ccc(NC(=O)CN(C)C(=O)COc2ccc(C(=O)c3ccc(F)cc3)cc2)cc1
(7) CC(=O)Nc1ccc(NC(=O)C(C)OC(=O)c2ccc(C)s2)cc1 (configuration not stated)
(8) COc1cc(NS(=O)(=O)c2ccc(Br)s2)cc(OC)c1
Screen / compound no.,1,2,3,4,5,6,7,8
GPR7 antag,2.2,2.1,-9.8,-15.1,-1.1,-1.4,-6.8,-6.6
OXTR ag,0.3,-0.6,-1.4,3.8,-0.9,2.8,0.4,1.5
PfM18AAP inh,-0.4,-12.2,1.1,-5.0,0.3,0.2,5.4,3.4
MEKK2mut PB1 HTS,1.0,·,-1.0,6.0,5.0,-1.0,-14.0,9.0
NALP1 inh,12.5,11.3,-6.8,8.3,31.4,31.7,16.4,-3.3
MEKK2wt PB1 HTS,95.0,·,93.0,107.0,109.0,100.0,80.0,-14.0*
FID counter,-1.6,0.0,-6.7,-41.0,-23.2,-18.2,-7.4,-3.2
PHOSPHO1 block,8.0,42.0,34.8,14.5,-10.3,10.8,15.3,2.1
MEKK3 PB1 HTS,96.0,·,100.0,103.0,110.0,102.0,83.0,88.0

(9) O=C(CSc1nc2ccccc2c(=O)[nH]1)Nc1ccccc1C(F)(F)F
(10) O=C(CC(c1ccccc1)c1cc(Cl)ccc1O)NCCN1CCOCC1 (configuration not stated)
(11) Cc1ccccc1Nc1nccc(N(C)C)c1C#N
(12) CN(C)c1nc(N)nc(CSc2nc3cc(Cl)ccc3o2)n1
(13) COc1ccccc1C(=O)NCc1ccc2c(c1)OCO2
(14) Cc1cccc(C(=O)Nc2cccc(C(=O)Nc3cc(C)ccn3)c2)c1
(15) CN(C)CCCN1C(=O)C(=O)/C(=C(/O)c2ccncc2)C1c1cccnc1 (configuration not stated)
(16) Cc1onc(-c2ccc(Cl)cc2Cl)c1C(=O)/C=C/N(C)C
Screen / compound no.,9,10,11,12,13,14,15,16
GPR7 antag,-2.9,8.2,-10.1,-21.4,-6.4,-23.1,-17.4,-11.4
OXTR ag,5.9,1.6,1.1,1.0,0.4,-2.7,·,7.0
PfM18AAP inh,-8.5,8.1,-2.8,5.6,-13.2,-2.4,-6.6,-1.5
MEKK2mut PB1 HTS,-1.0,-15.0,-3.0,2.0,4.0,6.0,5.0,-2.0
NALP1 inh,11.0,·,-9.5,·,13.9,14.8,21.5,-2.3
MEKK2wt PB1 HTS,97.0,86.0,97.0,103.0,101.0,109.0,99.0,95.0
FID counter,-19.6,10.6,-0.9,-1.7,-2.3,-18.1,0.3,-20.8
PHOSPHO1 block,26.1,23.6,45.5,-7.3,24.9,·,1.8,-5.3
MEKK3 PB1 HTS,100.0,87.0,100.0,103.0,102.0,104.0,101.0,99.0

3 entries picked at random from those above, as already listed:
(15) CN(C)CCCN1C(=O)C(=O)/C(=C(/O)c2ccncc2)C1c1cccnc1 (configuration not stated)
(12) CN(C)c1nc(N)nc(CSc2nc3cc(Cl)ccc3o2)n1
(14) Cc1cccc(C(=O)Nc2cccc(C(=O)Nc3cc(C)ccn3)c2)c1
Screen / compound no.,15,12,14
GPR7 antag,-17.4,-21.4,-23.1
OXTR ag,·,1.0,-2.7
PfM18AAP inh,-6.6,5.6,-2.4
MEKK2mut PB1 HTS,5.0,2.0,6.0
NALP1 inh,21.5,·,14.8
MEKK2wt PB1 HTS,99.0,103.0,109.0
FID counter,0.3,-1.7,-18.1
PHOSPHO1 block,1.8,-7.3,·
MEKK3 PB1 HTS,101.0,103.0,104.0

A few values from the list:
`O=C(CSc1nc2ccccc2c(=O)[nH]1)Nc1ccccc1C(F)(F)F` @ MEKK2wt PB1 HTS = 97.0
`Cc1cccc(C(=O)Nc2cccc(C(=O)Nc3cc(C)ccn3)c2)c1` @ MEKK2mut PB1 HTS = 6.0
`O=C(CC(c1ccccc1)c1cc(Cl)ccc1O)NCCN1CCOCC1` (configuration not stated) @ GPR7 antag = 8.2

Next section.
(17) C/C(=C\c1ccccc1)C(=O)Nc1nccs1
(18) O=C(N/N=C1\C(=O)c2cccc3cccc1c23)c1ccc(O)cc1
(19) O=C(COC(=O)c1ccccc1C(=O)N1CCN(c2ccc(F)cc2)CC1)NCc1ccccc1
(20) CCc1ccc(-c2nc(CN3CCC(C(=O)NCc4ccco4)CC3)c(C)o2)cc1
(21) Cc1cccc2cc3c(nc12)-c1ccccc1C3=O
(22) Cn1cc(/C=C/c2cc[n+](C)cc2)c2cc(Cl)ccc21
(23) Cn1c(=O)c2c(nc(NCCCO)n2Cc2cccc(Br)c2)n(C)c1=O
(24) COc1ccc(C(CC(=O)NCc2ccccc2)C(C)C)cc1 (configuration not stated)
Screen / compound no.,17,18,19,20,21,22,23,24
GPR7 antag,9.9,-8.0,-5.9,-12.4,-18.2,1.5,-9.0,10.9
OXTR ag,·,0.0,-1.4,4.0,-2.0,0.4,0.7,-2.5
PfM18AAP inh,-4.4,-5.5,-2.9,9.9,-10.0,2.2,-1.1,4.8
MEKK2mut PB1 HTS,-9.0,-2.0,8.0,5.0,4.0,1.0,-3.0,0.0
NALP1 inh,1.5,0.5,12.5,-9.3,3.8,17.6,3.7,-3.5
MEKK2wt PB1 HTS,86.0,96.0,111.0,117.0,103.0,118.0,92.0,98.0
FID counter,-5.8,1.9,-40.8,10.3,-4.1,19.5,-14.6,-14.5
PHOSPHO1 block,33.9,32.2,28.1,11.1,41.9,-6.4,-3.2,28.5
MEKK3 PB1 HTS,89.0,101.0,111.0,105.0,108.0,101.0,95.0,99.0

(25) CC(=O)Nc1ccc(C(=O)NNC(=O)c2cc([N+](=O)[O-])cc([N+](=O)[O-])c2)cc1
(26) Nn1c(SCc2nc3ccccc3[nH]2)nnc1C1CCCCC1
(27) C=CCNC(=S)N1CC2(C)CN(C(=S)NCC=C)CC(C)(C1)C2=O
(28) COc1cccc(CNC(=O)Cc2ccc(-c3ccccc3)cc2)c1
(29) Cc1ccc([C@@H]2C[C@H]3CN(Cc4cccc(Cl)c4)C(=O)[C@]34CCCN24)o1
(30) c1cncc(-c2nc(NCc3cccs3)c3ccccc3n2)c1
(31) O=C(Cc1ccccc1)NCC(=O)N1CCCC1
(32) COc1ccc(C(=O)Nc2ccc3c(c2)nc(CCNC(=O)c2ccco2)n3C)cc1
Screen / compound no.,25,26,27,28,29,30,31,32
GPR7 antag,-5.4,21.6*,-7.1,8.9,-0.6,-7.9,-10.2,-2.3
OXTR ag,-0.5,-0.9,0.9,-1.2,-0.3,-2.0,-0.3,0.7
PfM18AAP inh,0.0,-0.8,4.8,7.3,-1.2,1.9,-5.1,1.1
MEKK2mut PB1 HTS,-4.0,0.0,-3.0,5.0,-5.0,-3.0,5.0,-3.0
NALP1 inh,3.0,-43.5,-15.1,-10.6,13.5,-1.6,-4.7,6.3
MEKK2wt PB1 HTS,96.0,102.0,104.0,102.0,94.0,87.0,96.0,96.0
FID counter,33.7,-7.8,-3.3,-30.9,-5.8,-12.1,-2.3,-20.1
PHOSPHO1 block,36.8,21.3,7.8,23.0,-31.1,9.5,16.0,8.0
MEKK3 PB1 HTS,110.0,100.0,101.0,96.0,96.0,84.0,101.0,100.0

(33) COc1ccccc1OCC(=O)/C=C1/N(C)c2ccccc2C1(C)C
(34) O=C(O)CSc1cccc2cccnc12
(35) COc1ccc(CC(=O)Nc2ccc3c(c2)CCC3)cc1OC
(36) COc1ccc(N2CCN(C(=O)c3cccc(F)c3)CC2)c([N+](=O)[O-])c1
(37) COc1ccc(Cc2nnc(N/N=C/c3ccc(O)cc3O)[nH]c2=O)cc1OC
(38) Cc1nc2c(oc3ccccc32)c(=O)o1
(39) CC(=O)Nc1ccc(S(=O)(=O)N2CCC(NC(=O)C(Cc3cccn3C)NC(C)=O)CC2)cc1 (configuration not stated)
(40) Cc1cc2c(c(=O)n1CC1CCCO1)C(c1ccco1)C(C#N)=C(N)O2 (configuration not stated)
Screen / compound no.,33,34,35,36,37,38,39,40
GPR7 antag,-8.5,-9.1&-16.2,12.3,6.3,-14.9,-7.5,-3.3,-2.0
OXTR ag,0.5,1.4&0.7,8.7,4.1,-1.3,-0.3,0.3,-1.3
PfM18AAP inh,-1.2,1.8&8.0,-9.6,-4.4,39.1*,14.6,-20.9,12.3
MEKK2mut PB1 HTS,-1.0,1.0&4.0,2.0,3.0,2.0,·,11.0,-3.0
NALP1 inh,-18.4,36.1&19.5,14.6,-0.2,8.2,22.9,-10.7,-2.9
MEKK2wt PB1 HTS,93.0,98.0&101.0,106.0,100.0,101.0,·,110.0,101.0
FID counter,-19.7,1.7&2.9,-20.0,-16.9,-10.7,3.4,-3.9,-2.0
PHOSPHO1 block,15.0,32.6&-47.7,16.2,51.4,15.8,6.0,-2.3,2.6
MEKK3 PB1 HTS,101.0,100.0&100.0,103.0,102.0,107.0,·,107.0,101.0

3 of the entries above in order of the PfM18AAP inh value, smallest number first.
#	mol	GPR7 antag	PfM18AAP inh	MEKK2mut PB1 HTS	NALP1 inh	MEKK2wt PB1 HTS	PHOSPHO1 block	MEKK3 PB1 HTS
35	COc1ccc(CC(=O)Nc2ccc3c(c2)CCC3)cc1OC	12.3	-9.6	2.0	14.6	106.0	16.2	103.0
36	COc1ccc(N2CCN(C(=O)c3cccc(F)c3)CC2)c([N+](=O)[O-])c1	6.3	-4.4	3.0	-0.2	100.0	51.4	102.0
37	COc1ccc(Cc2nnc(N/N=C/c3ccc(O)cc3O)[nH]c2=O)cc1OC	-14.9	39.1*	2.0	8.2	101.0	15.8	107.0

Continuation:
(41) COc1ccc(/C=C2\CCCC(C(=O)C(F)(F)F)=C2O)cc1
(42) CCCn1c(SCC(=O)Nc2cccc(C(=O)OC)c2)nnc1-c1cccnc1
(43) CCOC(=O)c1cc(S(=O)(=O)N2CCc3ccccc32)cn1C
(44) Cc1cccc2sc(NC(=O)c3ccc(OCC4CCCO4)cc3)nc12 (configuration not stated)
(45) Cc1cc(C(=O)Nc2ccc(F)cc2C)cs1
(46) CCN(CC)N=Nc1cccc(NC(C)=O)c1
(47) Cn1c(=O)c(C(=O)COC(=O)c2cc(-c3ccco3)nc3ccccc23)c(N)n(CC2CC2)c1=O
(48) CC1CCCCN1C(=O)/C=C/c1ccccc1[N+](=O)[O-] (configuration not stated)
Screen / compound no.,41,42,43,44,45,46,47,48
GPR7 antag,-13.8,-13.7,-8.4,-15.9,-10.0,11.9,-3.9,19.9
OXTR ag,-0.8,-0.4,-0.5,6.8,-1.0,-0.6,0.4,-0.3
PfM18AAP inh,0.1,-8.7,1.8,3.6,-6.4,1.5,4.7,-11.7
MEKK2mut PB1 HTS,3.0,·,2.0,3.0,7.0,0.0,-4.0,-7.0
NALP1 inh,31.3,-2.6,9.8,2.7,-2.1,-8.0,26.5,3.5
MEKK2wt PB1 HTS,106.0,·,105.0,110.0,105.0,101.0,93.0,91.0
FID counter,-5.0,-10.1,-29.6,-4.3,-2.9,-1.6,-25.1,-6.1
PHOSPHO1 block,21.5,-3.7,24.0,12.6,-5.7,-0.8,-23.4,36.7
MEKK3 PB1 HTS,103.0,·,102.0,113.0,102.0,97.0,103.0,89.0
